Bioassay records: PubChem BioAssay, Sanford-Burnham Center for Chemical Genomics
TNAP inh pNP: human TNAP inhibition, p-nitrophenol detection | P05186 | purified TNAP, pNPP hydrolysis, absorbance 405 nm | inhibition, % at 20 µM | 21,000 tested, under 10 active;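 note: 0% = DMSO only wells and 100% = 1 mM levamisole wells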
Target sequence (P05186 whole entry, looked up): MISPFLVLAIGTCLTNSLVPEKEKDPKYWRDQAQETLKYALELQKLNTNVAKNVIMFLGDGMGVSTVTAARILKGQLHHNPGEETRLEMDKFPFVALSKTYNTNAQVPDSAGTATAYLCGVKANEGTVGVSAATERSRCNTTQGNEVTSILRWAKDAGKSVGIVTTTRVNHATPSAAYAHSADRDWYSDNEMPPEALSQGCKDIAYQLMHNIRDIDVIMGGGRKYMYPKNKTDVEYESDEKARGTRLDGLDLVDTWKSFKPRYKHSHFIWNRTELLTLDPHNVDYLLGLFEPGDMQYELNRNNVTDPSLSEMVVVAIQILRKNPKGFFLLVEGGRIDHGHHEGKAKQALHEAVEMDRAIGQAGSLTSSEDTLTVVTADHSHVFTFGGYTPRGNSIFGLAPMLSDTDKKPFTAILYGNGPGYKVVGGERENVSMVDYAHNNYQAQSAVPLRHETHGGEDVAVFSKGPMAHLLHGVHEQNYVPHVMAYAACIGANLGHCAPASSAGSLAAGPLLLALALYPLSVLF
TNAP inh Pi: human TNAP inhibition, phosphate detection | purified TNAP, pNPP, malachite green phosphate absorbance | inhibition, % at 20 µM | 21,000 tested, under 10 active
* hit, by the source's call.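 Rule for the calls: active = inhibition above 50% at the 20 µM single-dose screen; inactive = the rest.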 The list is partial; the hit share may differ from the screen's.

Sample of the layout:
SMILES	TNAP inh pNP	TNAP inh Pi
COc1ccccc1N1CCN(Cc2c(F)cccc2Cl)CC1	1.1	7.9
Fc1cccc(F)c1CN1CCN(Cc2c(F)cccc2F)CC1	2.4	7.6

This part in full, from the start:
SMILES	TNAP inh pNP	TNAP inh Pi
COc1ccccc1N1CCN(Cc2c(F)cccc2Cl)CC1	1.1	7.9
Fc1cccc(F)c1CN1CCN(Cc2c(F)cccc2F)CC1	2.4	7.6
C=CCn1c(O)c(C(=O)CCCCCC)c(=O)[nH]c1=O	4.3	6.7
COc1ccc(C(=O)CC2C(=O)N(C)C(=O)N(C)C2=O)cc1	4.5	9.7
CN1C(=O)CN=C(c2ccc(Cl)cc2)c2cc(Cl)ccc21	5.0	11.7
CCn1nc(-c2cccs2)nc2c(=O)n(C)c(=O)nc1-2	0.0	0.0
CN1C(=O)N(C)C(=O)C(CCc2ccncc2)(Cc2ccc3c(c2)OCO3)C1=O	3.5	9.7
CC(=O)[C@@]1(O)CC[C@H]2[C@@H]3CC=C4C[C@@H](O)CC[C@]4(C)[C@H]3CC[C@@]21C	3.6	-2.5
Cc1nc2ccccc2n1C1CCN(Cc2nnnn2CCc2ccccc2)CC1	3.6	18.1
CC(C)NS(=O)(=O)c1ccc(OCC(=O)N2CCN(Cc3ccccc3)CC2)c(Cl)c1	0.0	0.0

A second format for part of the listing above.
Order of values: TNAP inh pNP	TNAP inh Pi
CC(=O)[C@@]1(O)CC[C@H]2[C@@H]3CC=C4C[C@@H](O)CC[C@]4(C)[C@H]3CC[C@@]21C
 : 3.6	-2.5
COc1ccccc1N1CCN(Cc2c(F)cccc2Cl)CC1
 : 1.1	7.9
CC(C)NS(=O)(=O)c1ccc(OCC(=O)N2CCN(Cc3ccccc3)CC2)c(Cl)c1
 : 0.0	0.0
C=CCn1c(O)c(C(=O)CCCCCC)c(=O)[nH]c1=O
 : 4.3	6.7

Remaining list, next part
SMILES	TNAP inh pNP	TNAP inh Pi
CCCCCCn1c(O)c(C=NC2CCCCC2N)c(=O)[nH]c1=O (stereo not given)	3.9	6.2
Cc1cccc(N2C(=O)NC(=O)C3(Cc4cc(C)ccc4N(C)C3)C2=O)c1 (stereo not given)	5.8	9.4
CCCCn1c(O)c(C=NCCCN(CC)CC)c(=O)[nH]c1=O	1.1	9.0
CC1(C)NCCN2C(=O)CSC21 (stereo not given)	5.4	10.6
Oc1cc2c(cc1CN1CCN(c3ccccc3)CC1)CCC2	6.5	12.1
COc1ccc(NC(=O)CN2C3CCC2CC(O)(c2cccnc2)C3)cc1OC (stereo not given)	4.2	-9.1
CC(C)Cc1[nH]c(=O)c(C#N)c2c1CCC2	6.2	-4.3
CN1CSC(=S)N(C)C1	5.4	6.0
CSC1=NP(=S)(SC)N2CCCC2=C1C#N (stereo not given)	1.2	5.3
COC(=O)c1c(N)n(Cc2ccc(OC)cc2)c2nc3ccccc3nc12	0.0	13.1

Quoted at random: 4 records from the list
SMILES	TNAP inh pNP	TNAP inh Pi
COC(=O)c1c(N)n(Cc2ccc(OC)cc2)c2nc3ccccc3nc12	0.0	13.1
CCn1nc(-c2cccs2)nc2c(=O)n(C)c(=O)nc1-2	0.0	0.0
COc1ccc(NC(=O)CN2C3CCC2CC(O)(c2cccnc2)C3)cc1OC (stereo not given)	4.2	-9.1
Fc1cccc(F)c1CN1CCN(Cc2c(F)cccc2F)CC1	2.4	7.6

Other structures.
SMILES	TNAP inh pNP	TNAP inh Pi
CN(C)[C@@H]1C(=O)C(C(N)=O)=C(O)[C@@]2(O)C(=O)C3=C(O)c4c(O)ccc(Cl)c4[C@@](C)(O)C3C[C@@H]12 (stereo not given in full)	1.1	10.5
c1ccc2c(CCNC3=NCCC3)c[nH]c2c1	4.1	4.5
O=C(Cn1cc(C(=O)c2ccccc2F)c2ccccc21)NCc1ccco1	-0.2	3.4
O=c1c2ccccc2[se]n1-c1ccccc1	-17.1	-28.1
